Source: PubChem (National Center for Advancing Translational Sciences (NCATS))
DRD3 antagonist: D3 dopamine receptor (human) antagonism; P35462; D3R cells, DiscoveRx beta-arrestin luminescence, antagonist mode; hits give low values; max response, negative = inhibition, %; actives 2.5% (n = 360,000); AID 652054; in the data active = max response below about -50%; inconclusive = no clear call, values can overlap the other calls; also: % is scaled to controls: 0 for no effect and ±100 for the full control effect; mostly tested at two doses, the higher about 12 µM
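Cells plated overnight at 1500 cells/well, then exposed to library compounds with dopamine controls for 90 minutes at 37 degrees C. DiscoveRx reagent added for 30–60 minutes at room temperature; luminescence read, quantitative HTS format.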
GLP-1R inv ag: GLP-1 receptor (human) inverse agonism; actives 1.6% (n = 410,000); AID 624417; P43220; HEK293 GLP-1R CRE-luciferase, luminescence, 24 h; GLP-1R form is constitutively active; Potency, µM (top dose mostly 38.3 µM), inactives show at the highest dose activity change, negative = inhibition, usual class: inhibitors; also: potency is read from the fitted curve at half-maximal effect; % is scaled to controls: 0 for no effect and ±100 for the full control effect; nearly all actives have a fitted effect of over 55% in size
Target sequence (P43220 whole entry, looked up): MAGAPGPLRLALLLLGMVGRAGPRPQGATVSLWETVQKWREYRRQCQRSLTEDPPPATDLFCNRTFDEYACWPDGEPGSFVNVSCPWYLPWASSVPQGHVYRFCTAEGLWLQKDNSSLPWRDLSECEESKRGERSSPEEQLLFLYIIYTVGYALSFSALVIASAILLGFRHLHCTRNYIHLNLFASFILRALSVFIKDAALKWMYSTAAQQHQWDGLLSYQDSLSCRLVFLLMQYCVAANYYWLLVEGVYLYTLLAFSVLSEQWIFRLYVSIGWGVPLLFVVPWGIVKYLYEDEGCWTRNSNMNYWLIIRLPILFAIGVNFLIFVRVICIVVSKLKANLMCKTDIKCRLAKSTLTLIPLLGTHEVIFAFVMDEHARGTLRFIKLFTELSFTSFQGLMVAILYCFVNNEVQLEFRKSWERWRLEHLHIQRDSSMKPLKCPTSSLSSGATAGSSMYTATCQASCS
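Luminescence readout: a drop in cAMP-driven luciferase signal flags inverse agonism at a constitutively active GLP-1R stably expressed in HEK293. Compound exposure lasted 24 hr at 37 deg C, 5% CO2.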
aSyn rescue: alpha-synuclein toxicity inhibition in yeast. actives 0.14% (n = 370,000). Yeast expressing alpha-synuclein, growth rescue, BacTiter-Glo, 24 h. Potency, µM (series often up to 46.1 µM), for the others: at the highest dose growth rescue (activation), usual class: activators; also: potency is read from the fitted curve at half-maximal effect; % of control where 0% means no effect; nearly all actives have a fitted effect of over 65% in size
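Galactose-induced alpha-syn yeast (OD600=0.02, raffinose-pregrown) + pinned cpd, 24 hr, 30 deg C; growth by BacTiter-Glo luminescence. Growth restoration scores as activation.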
D3 ag: D3 dopamine receptor (human) agonism. actives 0.58% (n = 410,000). P35462. D3R DiscoveRx beta-arrestin cells, luminescence, 90 min. max activation, %; in the data active = max activation above about 30%; also: 0% is about no effect; mostly tested at two doses, the higher about 12 µM
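Agonist mode: compounds and dopamine controls were applied to plated cells for 90 min at 37 degrees C after an overnight attachment at 1500 cells/well. Luminescent read-out followed 30 - 60 minutes at room temperature with DiscoveRx detection reagent.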
HEK293 tox: cytotoxicity counter-screen for GLP-1 receptor inverse agonists; HEK293 cAMP-luciferase reporter cells, luminescence, 24 h; Potency, µM (series often up to 38.3 µM), for inactives: top-dose activity change, negative = inhibition, most hits filed as inhibitors; actives 0.13% (n = 410,000); AID 624418;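 also: loss of luciferase light is scored as toxicity; potency is read from the fitted curve at half-maximal effect; % is scaled to controls: 0 for no effect and ±100 for the full control effect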
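Cells in DMEM/10% Nu serum/1% pen-strep, 1536-well format. Pre-incubated 12 h, dosed with 23 nL compound, incubated a further 24 h. Luciferase detection, 12 min at room temp, luminescence.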
TDP-43 yeast inh: inhibitors of TDP-43 toxicity in yeast; actives 1.8% (n = 410,000); AID 652104; TDP-43 expressing yeast growth rescue, BacTiter-Glo, 24 h; Potency, µM (titrated, usually from 46.1 µM), for the others: at the highest dose growth rescue (activation), most hits filed as activators; also: potency is read from the fitted curve at half-maximal effect; % of control where 0% means no effect; nearly all actives have a fitted effect of over 50% in size
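Growth rescue of TDP-43-toxic yeast measured as ATP luminescence (BacTiter-Glo). Cells grown to mid-log in raffinose, induced in galactose at OD600=0.02, exposed to compound 24 hr at 30 deg C.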
GLP1R ag: agonists of human GLP-1 receptor | P43220 | HEK293 GLP-1R CRE-luciferase, luminescence, 4-6 h; cells express a hypersensitive GLP-1R form | Potency, µM (highest dose often 45.6 µM), for the others: at the highest dose activation, hits mostly activators | actives 0.007% (n = 380,000) | AID 624172; also: potency is read from the fitted curve at half-maximal effect; % of control where 0% means no effect
KB-V1 MDR tox: kills drug-selected multidrug resistant KB-V1 cells; AID 1347076; actives 3.4% (n = 400,000); KB-V1 MDR cells viability, CellTiter-Glo, 72 h; Potency, µM (titrated, usually from 46.1 µM), for the others: at the top dose activity change, negative = cytotoxicity, hits mostly cytotoxic; also: potency is read from the fitted curve at half-maximal effect; % is scaled to controls: 0 for no effect and ±100 for the full control effect; nearly all actives have a fitted effect of over 60% in size
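Cells of the MDR subline KB-V1 are plated, dosed with compound at multiple concentrations, and incubated 72 h at 37 degrees C; CellTiter-Glo is then added and luminescence read after 10 min.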
PTHR1 ag: PTHR1 (human) receptor agonism; HEK293 GP2 PTHR1 cells, GloSensor cAMP luminescence, 1 h; AID 743266; Q03431; Potency, µM (titrated, usually from 115 µM), for the others: at the top dose activation, most hits filed as activators; actives 0.075% (n = 410,000); also: potency is read from the fitted curve at half-maximal effect; nearly all actives have a fitted effect of over 55% in size; some results filed as inactive show a strong effect at the top dose; inactives centre near -15; many of its hits are not listed in these tables
Target sequence (Q03431 whole entry, looked up): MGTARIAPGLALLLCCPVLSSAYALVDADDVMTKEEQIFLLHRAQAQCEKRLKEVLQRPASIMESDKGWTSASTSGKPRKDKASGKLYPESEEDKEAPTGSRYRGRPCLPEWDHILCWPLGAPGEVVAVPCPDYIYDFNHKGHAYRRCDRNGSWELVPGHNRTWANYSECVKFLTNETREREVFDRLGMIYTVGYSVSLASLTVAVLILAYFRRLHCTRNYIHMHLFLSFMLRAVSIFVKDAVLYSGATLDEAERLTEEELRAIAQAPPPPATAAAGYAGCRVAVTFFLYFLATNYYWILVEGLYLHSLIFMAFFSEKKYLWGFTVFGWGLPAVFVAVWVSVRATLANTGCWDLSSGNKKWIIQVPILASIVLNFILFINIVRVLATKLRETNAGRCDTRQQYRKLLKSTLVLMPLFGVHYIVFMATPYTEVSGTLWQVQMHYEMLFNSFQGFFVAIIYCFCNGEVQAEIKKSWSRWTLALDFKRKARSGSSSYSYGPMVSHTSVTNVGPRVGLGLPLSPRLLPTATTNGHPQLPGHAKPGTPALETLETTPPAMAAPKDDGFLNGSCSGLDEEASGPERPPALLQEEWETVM
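HEK-293-derived GP2 cells expressing PTHR1 and a GloSensor cAMP reporter, 3,000/well, plated overnight, given luciferin plus IBMX (each 0.5 mM as added) for 1 h at 37 °C, then compound for 1 h at 37 °C. Luminescence was read after 15 min at room temperature.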
Numbers without * were called inactive; i = inactive; ? = inconclusive; . = not tested or not shown; & = joins results of further samples; ! = not active in a repeat; [ ] = dose if it differs, or a comment. Unless noted, calls follow the shape of the dose curve; as a rule, active = well fitted curve in the direction sought with a large enough effect; inconclusive = small, poorly fitted or top-dose-only effect, or another doubt; inactive = no such curve, though single readings can be large; an effect the other way counts as inactive or inconclusive. These rows are one share of the data; rates above refer to the full screens.

SMILES	DRD3 antagonist	GLP-1R inv ag	aSyn rescue	D3 ag	HEK293 tox	TDP-43 yeast inh	GLP1R ag	KB-V1 MDR tox	PTHR1 ag
CCCN(CCC)S(=O)(=O)c1ccc(C(=O)N2CC3CCC(CC3)C2)cc1	4.4	-19.8%	6.9%	-16.2	9.0%	-2.1%	-0.3%	-23.7%	-3.6%
C/C(=N\Nc1ccc(C(F)(F)F)cc1[N+](=O)[O-])C1CC1	21.0	9.7%	-11.5%	1.2	-15.1%	-0.7%	-16.0%	4.8%	-22.7%
COc1ccc(CC(=O)NNc2ncnc3c2cnn3C)cc1	-12.9	0.2%	-2.0%	-4.2	-5.5%	-7.2%	-4.8%	?	-2.3%
CN(C)C(/C=C/Nc1ccc(F)cc1)=C(C#N)C#N	-13.0	13.9%	2.0%	10.7	8.6%	1.9%	2.3%	-1.4%	i
O=C(O)CN1CCN(Cc2ccc(Cl)cc2)C1=O	8.1	-15.6%	0.6%	1.3	-5.7%	0.0%	0.7%	?	-2.5%
COc1ccc(NC(=O)CN(C)C(=O)c2cc(-c3ccccc3)nc3ccccc23)cc1	0.0	?	-6.0%	4.2	?	26.7%	-37.6%[inhibitor]	?	-2.1%
O=C(NCCc1ccccc1)C1CCN(c2nc3ccccc3nc2C(F)(F)F)CC1	.	11.7%	.	-2.5	-3.6%	21.9%	.	-0.7%	i
COc1ccc(C2=Nn3c(nnc3-c3ccccc3OC)SC2)cc1OC	-13.6	?	0.9%&-0.7%	-4.9	13.9%	17.0%	?	1.16µM*!	15.8%
CCOC(=O)c1ccccc1NC(=S)N1CCC(N2CCCCC2)CC1	17.5	0.8%	-1.1%	0.1	11.9%	-25.8%	-21.3%	?	-21.2%
COc1ccc(OCC(=O)N/N=C/c2cccn2-c2cccc(C(=O)O)c2)cc1	0.6	9.2%	-0.4%	-3.3	-5.1%	-18.2%	5.5%	16.5%	-23.1%
COc1ccc(Cl)cc1NC(=O)C1CCCN(S(=O)(=O)c2ccc3c(c2)CCCC(=O)N3)C1 (stereo not drawn)	.	12.1%	-10.1%	-10.3	0.7%	3.4%	4.4%	?	-11.5%
CC(=O)c1ccc(S(=O)(=O)Nc2ccc(Cl)c(S(=O)(=O)N3CCCC3)c2)cc1	15.4	7.0%	1.2%	-0.5	-2.2%	12.4%	-3.0%	?	-10.4%
O=C(NCCC1CCCCN1S(=O)(=O)c1ccc(F)cc1)C(=O)NCc1ccncc1 (stereo not drawn)	10.1	4.7%	6.0%	0.6	5.3%	22.0%	-15.4%	16.8%	-0.4%
Cc1ccc(O)c(NC(=S)NC(=O)C(C)C)c1	3.3	19.8%	5.9%	-1.3	4.7%	6.5%	18.1%	-1.6%	-13.2%
COC(=O)c1cc(CSc2nc3ccc(C)cc3[nH]2)oc1C	44.7	-5.0%	4.3%	-3.4	-10.4%	-6.7%	26.3%	?	-8.2%[57.5 µM]
C[C@@H]1CN([C@H](C)CO)C(=O)c2cc(Br)cnc2O[C@H]1CN(C)C	-6.4	20.1%	?	4.5	2.0%	25.8%	-1.1%	?	2.5%
Cc1cccc(C)c1NC(=O)NC1CC2CCC(C1)N2Cc1cccs1 (stereo not drawn)	-0.2	7.7%	16.6%	-10.7	-3.1%	-9.6%	3.6%	2.8%	-22.1%[57.5 µM]
CCN1CCN(CC(=O)N2c3ccccc3CC2C)CC1 (stereo not drawn)	-15.2	0.0%	0.2%	-47.2	-7.8%	-7.4%	9.0%	?	i
Cc1c(C)c2ccc(OCC(=O)Nc3ccc(S(N)(=O)=O)cc3)c(C)c2oc1=O	-0.5	15.7%	-1.8%	-3.3	4.9%	5.2%	4.5%	-10.0%	-18.7%
O=C(CSc1nc(C2CC2)n(-c2ccccc2)n1)NCc1ccco1	0.1	-16.6%	4.0%	-2.7	6.0%	16.9%	-0.9%	2.5%	-0.5%
O=C(NC(=S)NCCC1=CCCCC1)c1ccccc1Br	?	?	-6.4%	-5.5	?	?	33.0%	-17.9%	-24.9%
Cc1ccc2c(c1)N(CCC(=O)NCc1ccc(F)cc1)C(=O)CO2	.	8.5%	.	-18.7	14.6%	1.3%	0.6%	0.0%	-16.5%
COC(=O)CSc1nnc2c3c4c(sc3nc(-n3nc(C)cc3C)n12)COC(C)(C)C4	0.0	4.0%	0.2%	1.5	-10.7%	20.0%	0.8%	-3.5%	i
CN(C)C(CNC(=O)c1cc2ccccc2o1)c1ccccc1 (stereo not drawn)	-82.9*	?	-0.1%	-15.3	8.1%	-4.0%	0.4%	16.4µM*	21.3%
COc1ccc(OC)c2c1cc(C(=O)N[C@@H](C)C(=O)N[C@@H](C(=O)O)c1ccccc1)n2C	2.4	-16.4%	3.9%	-1.5	-12.9%	-2.6%	-4.3%	?	-7.5%

Structural class: the compounds so far with two or more sulfur atoms
SMILES	DRD3 antagonist	GLP-1R inv ag	aSyn rescue	D3 ag	HEK293 tox	TDP-43 yeast inh	GLP1R ag	KB-V1 MDR tox	PTHR1 ag
CC(=O)c1ccc(S(=O)(=O)Nc2ccc(Cl)c(S(=O)(=O)N3CCCC3)c2)cc1	15.4	7.0%	1.2%	-0.5	-2.2%	12.4%	-3.0%	?	-10.4%
COC(=O)CSc1nnc2c3c4c(sc3nc(-n3nc(C)cc3C)n12)COC(C)(C)C4	0.0	4.0%	0.2%	1.5	-10.7%	20.0%	0.8%	-3.5%	i

Continuation.
SMILES	DRD3 antagonist	GLP-1R inv ag	aSyn rescue	D3 ag	HEK293 tox	TDP-43 yeast inh	GLP1R ag	KB-V1 MDR tox	PTHR1 ag
NS(=O)(=O)c1cnccc1Nc1cccc(Br)c1	-15.2	8.0%	-10.5%	-0.5	4.5%	-19.2%	0.1%	-14.3%	-10.7%
NC(=O)C1CC(=O)N(c2ccc(OCc3ccc([N+](=O)[O-])cc3)cc2)C1 (stereo not drawn)	-9.4	2.5%	-6.7%	-3.0	11.5%	0.0%	4.4%	-4.9%	-10.0%
CCCCCC(C)NC(=O)CN1C(=O)NC(C)(c2ccc3ccccc3c2)C1=O (stereo not drawn)	-4.9	?	-3.2%	4.0	-0.5%	14.0%	-5.1%	.	-36.5%[inhibitor]
C/C=C(/C)C(=O)O[C@@H]([C@H](O)c1cc2ccc(=O)oc2cc1OC)C(C)(C)O[C@@H]1O[C@H](CO)[C@@H](O)[C@H](O)[C@H]1O	19.3	15.6%	-0.2%	6.5	2.6%	19.5%	-2.5%	-5.1%	-22.5%
c1ccc(-c2nccc(-c3ccc4c(c3)OCO4)n2)cc1	22.5	8.4%	-8.6%	-2.8	-2.7%	.	12.9%	-2.6%	i
COc1ccc(-c2cc(C(F)(F)F)n3nc(C(=O)N4CCCCC4)cc3n2)cc1OC	9.3	3.3%	-4.2%	1.1	46.5%[activator]	-5.1%	1.6%	10.3µM*	-28.1%[57.5 µM]
CN(C(=O)c1cccc(NC(=O)Cc2ccc(NC(=O)C3CCCN(C(=O)C4CC4)C3)cc2)c1)C1CCCC1 (stereo not drawn)	0.0	4.5%	0.8%	-20.8	-4.0%	-20.1%	-4.5%	-8.8%	3.9%
COc1cc(C)nc(Oc2ccc(OCc3ccccc3)nn2)n1	6.3	3.0%	0.7%	-0.6	1.2%	11.0%	-3.1%	4.5%	i
Cc1oc2ccc(O)c(CN3CCCC3)c2c1C(=O)Nc1ccc(C(C)C)cc1	.	?	.	-2.2	-28.6%	9.3%	.	11.2%	i
CCOc1cc(N2CCOCC2)c(OCC)cc1NC(=O)COC(=O)c1cc(C)oc1C	-5.3	-0.5%	-0.2%	-11.0	9.5%	-13.7%	11.8%	-9.4%	-17.3%[57.5 µM]
CN(CC(=O)Nc1cccc(C(F)(F)F)c1)Cc1ccccc1	-53.6*	?	-5.2%	-39.3	12.2%	-28.6%	10.5%	?	-21.6%
Cc1ccc(C(=O)Cc2ccccc2)cc1	13.2	3.8%	1.7%	-8.8	0.3%	-5.9%	9.3%	4.9%	-6.0%
CC(=O)OC12CC3CC(C1)C(=NO)C(C3)C2	7.0	-2.7%	-3.4%	-1.3	-6.3%	-6.8%	-14.7%	10.6%	i
Cc1cc(-c2nnc3sc(C4CCCCC4)nn23)n[nH]1	10.4	-15.4%	-11.5%	0.4	-8.2%	12.1%	-1.2%	0.7%	i
O=C(O)CSc1nc2ccccc2c(=O)[nH]1	15.6	-5.5%	-0.5%	9.7	-11.4%	-8.1%	-0.7%	4.5%	11.5%[57.5 µM]
Cc1ccc(S(=O)(=O)N(C)C)cc1NC(=O)C1CCCCC1	-3.8	0.2%	-5.6%	-9.6	-6.2%	-9.9%	9.6%	-1.6%	i
Cc1ccc(S(=O)(=O)c2nc(-c3cccs3)oc2SC(C)c2ccccc2)cc1 (stereo not drawn)	.	12.6%	.	0.6	-14.2%	7.8%	.	-10.0%	-10.7%
c1ccc(CCNCCCOc2cccc3ccccc23)cc1	-67.1*	?	-5.4%	-17.3	?	-5.5%	5.8%	-16.4%	i
C[C@H](NC(=O)c1cc2cc(Cl)ccc2n1C)C(=O)N[C@@H](Cc1ccccc1)C(=O)O	3.7	6.1%	-9.5%	1.6	-6.6%	-8.3%	7.2%	-12.2%	8.7%
COc1ccc(-n2c(-c3ccc(Br)cc3)c[n+]3c2CCCCC3)cc1	-0.7	?	5.5%	-0.8	-26.5%	-15.4%	-1.3%	4.3%	-19.4%
CCn1c(SCC(=O)NCc2ccco2)nc2c1c(=O)n(C)c(=O)n2C	12.2	-1.3%	0.4%	10.6	2.8%	-14.9%	-3.3%	2.3%	-1.2%
Cc1ccc(-c2nn(-c3ccccc3)cc2C(=O)Nc2cccc(S(=O)(=O)N3CCOCC3)c2)cc1	9.4	?	1.4%	0.1	-0.7%	12.8%	-8.1%	-2.6%	i
